High-throughput results: PubChem BioAssay, ICCB-Longwood Screening Facility, Harvard Medical School
PV pol inh: inhibitors of poliovirus RNA polymerase binding and polymerization. 150,000 tested, 0.66% active. AID 588519. P03300. poliovirus polymerase elongation, fluorescence polarization; stronger effect = lower value. % elongation, % (compound at 16.7 µg/mL); in the data active = % elongation below about 90%; also: some results filed as inactive read as strong as hits
Target sequence (P03300 1749-2209 limits assumed): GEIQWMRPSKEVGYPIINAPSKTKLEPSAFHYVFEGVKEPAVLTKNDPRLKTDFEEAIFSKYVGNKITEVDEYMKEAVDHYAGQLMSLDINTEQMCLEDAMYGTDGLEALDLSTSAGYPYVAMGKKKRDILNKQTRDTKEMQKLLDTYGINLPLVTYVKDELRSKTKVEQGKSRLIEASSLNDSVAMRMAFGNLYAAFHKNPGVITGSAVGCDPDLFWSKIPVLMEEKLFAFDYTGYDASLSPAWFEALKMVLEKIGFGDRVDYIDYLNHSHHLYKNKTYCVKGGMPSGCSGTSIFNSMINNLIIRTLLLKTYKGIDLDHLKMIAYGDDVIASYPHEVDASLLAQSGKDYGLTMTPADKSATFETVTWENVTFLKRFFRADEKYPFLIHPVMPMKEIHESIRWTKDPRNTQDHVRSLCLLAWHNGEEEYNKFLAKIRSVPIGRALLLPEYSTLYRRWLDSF
PV pol inh FP z-score: also measured in PV pol inh; calls as there; z-score; measured here: FP z-score; hits read low
Starred values were filed as active, the others as inactive; & = joins results of further samples.

SMILES	PV pol inh	PV pol inh FP z-score
C=CCN1C(=O)CCNc2ccccc21	103	0
Cc1ccc2nc(Cl)c3cc(C(=O)NCCCN(C)Cc4ccccc4)sc3c2c1	98	-0.9
CCCS(=O)(=O)c1ccc(NC(=O)Nc2ccc(Cl)cc2Cl)cc1	106	0.5
N=c1oc2ccccc2oc1=N	102	0
Cc1ccc(-n2[nH]c(C)c(C=Nc3ccc(C)cn3)c2=O)cc1	103	0.2
CCCNC(=O)NC1CCN(c2nc(C)cc(C)n2)CC1	100	-1
Cc1ccccc1NS(=O)(=O)c1ccc(N2CCCC2=O)cc1	102	0.3
O=C(O)CCN1C(=O)/C(=C/c2ccccn2)SC1=S	99	-0.6
CCc1ccc(Sc2cc(C(=O)NCCCN3CCCC(C)C3)c3ccccc3n2)cc1 (stereo not given)	112	0.3
O=c1oc2c3ccccc3oc(=O)c2c2ccccc12	99	-0.8
C=CCNC(=O)Nc1ccc(F)c(Cl)c1	104	0.7
COc1ccc(-c2cc3ccc(O)c(CN4CCCC4)c3oc2=O)cc1	108	0.2
Cc1ccc(C(=O)Cn2c3c(sc2=N)CCCC3)cc1	101&98	0.1&0
COc1cccc(CNS(=O)(=O)c2cc3c(cc2C)n(C)c(=O)c(=O)n3C)c1	112	1.2
CCC(CC)C(=O)NC12CC3CC(CC(C3)C1)C2	102	0.6
CC(c1ccccc1)n1c(-c2cccc(S(=O)(=O)N3CCOCC3)c2)n[nH]c1=S (stereo not given)	101	-0.3
Cc1cc(C)cc(NC(=O)CSc2nc(-c3ccccc3)nn2C(=O)c2ccco2)c1	103	0.3
CCOCCC(=O)Nc1ccc(OC)cc1	100	-0.8
CCCOc1cccc(C(=O)N(Cc2ccc(C)o2)C2CCS(=O)(=O)C2)c1 (stereo not given)	111	-0.3
O=c1c2ccccc2nc(SCc2cccc(F)c2)n1CC1CCCO1 (stereo not given)	103	0.6
Cc1cccc(CNC(=O)c2ccc(Cn3c(=O)c4cccn4c4cccnc43)cc2)c1	109	0.4
O=C1CNC(=O)c2c(nc3n2CCC3)N1	101	-0.1
O=C1CCN(C(=S)NCCc2ccccc2)CC1	104	0.4
O=c1c2c3nc4ccccc4nc3n(CCN3CCOCC3)c2ncn1CCN1CCOCC1	103	0.3
C/C(=N\O)C1(C)N(O)C(C)(C)C(c2ccc(C)cc2)=[N+]1[O-] (stereo not given)	99	-0.3
COc1ccc(-c2cc(OC(=O)c3ccc(F)cc3)c3c(C)oc(C)c3c(=O)c2)cc1OC	110	0.6
CNC(=O)c1ccc2nc(N)sc2c1	101	0
O=C(NC(SC1=NCCS1)C(=O)c1ccccc1)c1ccccc1 (stereo not given)	100	-0.1
COc1ccc(C(=O)NCCOc2cc(C)cc(C)c2)cc1OC	107	0.5
CCOc1ccc(C2CC(=O)NC(NC(=O)c3cccc(Cl)c3)=N2)cc1 (stereo not given)	112	1.1

(continued)
SMILES	PV pol inh	PV pol inh FP z-score
CC1=C(C)CS(=O)N(c2ccc(S(N)(=O)=O)cc2)C1 (stereo not given)	93	-0.6
COC(=O)c1sccc1-c1ccc(C2C3=C(CCCC3=O)NC3=C2C(=O)CCC3)o1	102	0
CC(=O)c1cc(-c2ccccc2)n(CC(=O)NC2CCCCCC2)c1C	99	-0.7
COc1ccc(-n2c(/C=C/c3cccc4ccccc34)nc3ccccc3c2=O)cc1OC	107	-0.2
CCN(CC)CC(O)CN1c2ccccc2Sc2ccccc21 (stereo not given)	102	0.1
Cc1cccc(NC(=O)CSC2=NS(=O)(=O)c3ccccc32)c1C	100	-1.2
O=C(Cn1c(SCc2ccc(F)cc2)nc2cccnc21)N1CCCC1	105	1.5
O=C(O)Cc1nc2ccccc2[nH]1	104	0.5
Cc1cc(C)cc(NC(=O)c2oc3ccc4c(c3c2C)C(=O)CC(C)(C)O4)c1	107	-0.1
CCCOc1ccc(C(=O)Nc2ccc(NC(=O)c3ccccc3)c(C)c2)cc1	105	0.3
COc1ccc(-c2noc(N3CCC(C(=O)NCCN4CCc5ccccc5C4)CC3)n2)cc1	101	0.1
Nc1c(-c2nc(-c3cccs3)no2)nnn1-c1ccc(Cl)cc1	118	0.3
CC(Oc1ccc2c(-c3ccccc3)cc(=O)oc2c1)C(=O)O (stereo not given)	100	-0.6
Cc1cccc(OCC(=O)NC(Cc2c[nH]c3ccccc23)C(=O)O)c1C (stereo not given)	104	-0.4
COC(=O)N1CCCc2cc(S(=O)(=O)NCc3ccccc3)ccc21	100	-0.7
Cc1ccc(S(=O)(=O)N(CCC#N)C2CCCCC2)cc1	103	0.6
CN(Cc1c(F)cccc1Cl)C(=O)C1CC(=O)N(CCc2ccccc2)C1 (stereo not given)	101	-0.5
O=C(NCc1cccs1)C(NS(=O)(=O)c1cccc2nsnc12)c1ccccc1 (stereo not given)	101	-0.3
COc1ccc(CNC(=O)c2ccc3c(c2)N(Cc2ccccc2)C(=O)c2ccccc2S3=O)cc1 (stereo not given)	101	-0.6
CNC(=O)C1CCN(S(=O)(=O)c2ccccc2)CC1	102	0.2
CC(=O)NC1=NN(c2ccccc2)C(=O)C1	99	-0.2
CC(N=C(NC#N)Nc1ccncc1)C(C)(C)C (stereo not given)	101&100&99&102	0.1&-0.1&-0.2&0.3
COc1ccc(-n2c(=O)c3c4c(sc3n3c(SC(C)C)nnc23)COC(C(C)C)C4)cc1 (stereo not given)	102	-0.7
CCc1nc2ccc(C(=O)NCc3ccccc3C)cc2nc1CC	108	0.4
Cn1cc(C2NC(=O)c3c(sc4c3CCCC4)N2)c2ccccc21 (stereo not given)	102	0.1
Cc1ccc2nc(N3CCCC3)nc(-c3ccccc3)c2c1	101	-0.2
CCC(=O)Nc1nnc(SCc2cc(=O)c(OC(=O)c3cccs3)co2)s1	104	0.7
Cc1ccc2[nH]c(=O)c(N3CCOCC3)c(-c3ccccc3)c2c1	101	0.1
Cc1ccc(N2CC(C(=O)Nc3ccc(N(C)C)cc3)CC2=O)cc1Cl (stereo not given)	110	1.4
CCOC(=O)c1oc2ccccc2c1COC(=O)c1cccc(S(=O)(=O)N(C)C)c1	102	0

More structures:
SMILES	PV pol inh	PV pol inh FP z-score
CCOC(=O)/C(C#N)=C(/N)c1cc2cc(Br)cc(Br)c2oc1=O	108	0.4
CCN(CC)C(=O)Cc1cccc(C)c1	104	1.1
COc1cc(CSc2ncc(CO)n2Cc2ccc(C)cc2)cc(OC)c1	104	-0.5
CS(=O)(=O)c1nc2ccccc2s1	89*	-1.4*
COc1cc(C(=O)NC2CC2)ccc1OC(F)F	104	0.2
COc1ccc2sc(N(Cc3cccnc3)C(=O)CCc3ccccc3)nc2c1	105	-0.3
COc1ccc(C2C=C(c3ccc(F)cc3)NC(=S)N2)cc1OC (stereo not given)	104	0.5
O=S(=O)(c1ccccc1)N1N=C(c2ccccc2)CC1c1ccco1 (stereo not given)	103	0.7
Cc1ccc(C(=O)N2CCN(c3ccc(F)cc3)CC2)cc1NC(=O)c1nsc2ccccc12	110	0.7
Cc1nc2ccc(S(=O)(=O)NC(C(=O)NCc3ccc(Cl)cc3)C(C)C)cc2s1 (stereo not given)	109	0.5
O=C(COc1ccc(Br)cc1)N(CCO)CCO	105	0.2
OCc1c(Cl)nc2sccn12	103	0.4
Brc1cc2c(cc1/C=N/c1c(-c3ccco3)nc3ccccn13)OCO2	100	-0.1
CCOC(=O)c1ccc(N2N=C(C(F)(F)F)/C(=C/c3ccc(OCC)c(OCC)c3)C2=O)cc1	117	1.5
CN(C)c1ccc(C2OC(COc3ccccc3)CN(C(=O)c3ccccc3)O2)cc1 (stereo not given)	106	0.2
COc1ccc2nc(SCC(=O)Nc3cc(F)ccc3F)[nH]c2c1	101	-0.1
Cc1ccc2ccc(S(=O)(=O)N3CCCCC3)cc2c1	98	-0.4
CC(=O)Nc1ccc2c(Cn3ncc(Cl)c(Cl)c3=O)cc(=O)oc2c1	96	-1.1
CCOC(=O)c1c(NC(=O)/C=C/c2ccc(OCC)cc2)sc2c1CCC2	106	0.2
CC(C)NC(=O)c1ccc(-c2ccccc2)cc1	107	0.6
Cc1ccc(CSc2nnc3[nH]c(=O)cc(-c4ccccc4)n23)cc1	109	0.6
O=C(Cn1c(-c2cccs2)cc2ccccc21)N1CCN(c2ccccc2F)CC1	103	-1.1
NC(=O)C1CCN(S(=O)(=O)c2ccccc2)CC1	104	0.8
COc1ccc(N2CCN(c3nn(C)c(=O)n(C)c3=O)CC2)cc1	102	0
CCSc1nc(O)cc(=O)n1CC	102	0.2
Clc1ccc(C2=CC(c3ccco3)n3ncnc3N2)cc1 (stereo not given)	99	-0.4
CCCCOc1ccc(C(=O)N(Cc2ccco2)Cc2ccco2)cc1	107	-0.1
Nc1ccc2c(c1)COC2=O	102	0.1
Cc1ccc(N(CC(N)=O)C2SC(=O)N(c3ccccc3)C2=O)cc1 (stereo not given)	99	-0.6
O=C1C=C/C(=N/N(Cc2ccccc2)c2ccccc2)O1	101	0

Next structures:
SMILES	PV pol inh	PV pol inh FP z-score
Nc1nc(COC(=O)/C=C/c2cc(Cl)c3c(c2)OCCO3)nc(Nc2ccccc2)n1	106	0.5
Nc1nnc2cc(C(=O)c3cc(F)ccc3O)cnn12	96	-0.7
O=C(O)C1Cc2ccccc2CN1S(=O)(=O)/C=C/c1ccccc1 (stereo not given)	101	-0.7
c1ccc2[nH]c(CSc3nc4ccccc4o3)nc2c1	103	0.5
CCOC(=O)CSc1nncc(=O)[nH]1	107	0.5
OCCNC1CCCc2c1[nH]c1ccc(Br)cc21 (stereo not given)	103	0.6
COc1cc(C2C(C#N)=C(N)OC3=C2C(=O)CC(C)(C)C3)ccc1OCC(=O)Nc1ccccc1C (stereo not given)	106	0.4
Cc1c(OC(C)C)ccc2c3c(c(=O)oc12)CCC3	95	-1.2
COc1cccc(-c2nc(SCc3ccc(C)cc3)n3[nH]c(=O)cc3n2)c1	107	0.1
O=C(NCCN1CCOCC1)C1(c2cccs2)CCOCC1	101	-0.4
COc1ccc(-c2nc(NCC3CCCO3)c3ccccc3n2)cc1 (stereo not given)	99	-0.4
COc1cccc(NC(=O)c2ccc(CN3CCN(c4ccccc4)CC3)cc2)c1	100	-0.1
CC(=O)Nc1nnc(C(C)C)s1	102	0
CC(C)C(=O)NCCc1nc2ccccc2[nH]1	104	0.1
COc1ccc(NC(=O)CCCn2c(=O)c3cccn3c3cccnc32)cc1Cl	105	-0.4
Cc1cc(C)cc(NS(=O)(=O)c2ccc(NC(=O)C3CCCCC3C(=O)O)cc2)c1 (stereo not given)	101	0.1
Cc1nc2nc(SCC(=O)Nc3ccccc3Cl)nn2c(C)c1Cc1ccccc1	101	-1.5
COc1ccc(S(=O)(=O)N2CCN(C(=O)c3cccs3)CC2)cc1OC	100	-0.5
O=C(O)c1ccccc1C(=O)Nc1ccc(OC(F)F)cc1	101	0
O=c1c2nnn(Cc3ccccc3)c2ncn1C/C=C/c1ccccc1	99	-1
COc1ccc(NC(=O)CSc2nc(-c3ccco3)cc(C(F)(F)F)n2)cc1OC	104	0
CCc1ccc(N2CC(c3nc4ccccc4n3Cc3ccccc3C)CC2=O)cc1 (stereo not given)	107	-0.2
CCC(CC)NC(=O)c1cc(=O)c2ccccc2o1	100	-0.2
Cc1nccc2[nH]c(=O)c(C(=O)NCCCN3CCC(Cc4ccccc4)CC3)cc12	100	-1.2
COc1ccc(CC(=O)Sc2nc3ccccc3s2)cc1	107	0.4
c1nnnn1C12CC3CC(CC(C3)C1)C2	101	-0.1
CC(C)c1nccn1-c1ccc(N)cc1	103	0.4
O=C(NCc1ccccc1)C1CCCN(S(=O)(=O)N2CCCCCC2)C1 (stereo not given)	101	-0.2
CCCNC(=O)c1sc2c(c1C(=O)Nc1ccccn1)CCCC2	100	-0.7
Cc1ccc(-n2c(SCC(N)=O)nc3c(oc4ccccc43)c2=O)cc1C	109	1.7

Filtered by structure, the compounds so far containing a cyano group (4)
SMILES	PV pol inh	PV pol inh FP z-score
Cc1ccc(S(=O)(=O)N(CCC#N)C2CCCCC2)cc1	103	0.6
CC(N=C(NC#N)Nc1ccncc1)C(C)(C)C (stereo not given)	101&100&99&102	0.1&-0.1&-0.2&0.3
CCOC(=O)/C(C#N)=C(/N)c1cc2cc(Br)cc(Br)c2oc1=O	108	0.4
COc1cc(C2C(C#N)=C(N)OC3=C2C(=O)CC(C)(C)C3)ccc1OCC(=O)Nc1ccccc1C (stereo not given)	106	0.4

In a second layout: 4 of the compounds above.
Nc1c(-c2nc(-c3cccs3)no2)nnn1-c1ccc(Cl)cc1
- PV pol inh: 118
- PV pol inh FP z-score: 0.3

CC(Oc1ccc2c(-c3ccccc3)cc(=O)oc2c1)C(=O)O (stereo not given)
- PV pol inh: 100
- PV pol inh FP z-score: -0.6

Cc1cccc(OCC(=O)NC(Cc2c[nH]c3ccccc23)C(=O)O)c1C (stereo not given)
- PV pol inh: 104
- PV pol inh FP z-score: -0.4

COC(=O)N1CCCc2cc(S(=O)(=O)NCc3ccccc3)ccc21
- PV pol inh: 100
- PV pol inh FP z-score: -0.7

More records follow.
SMILES	PV pol inh	PV pol inh FP z-score
Cc1cccc(C(=O)N(c2ccccn2)C(C)c2ccco2)c1 (stereo not given)	106	2.1
O=C(NC1CCCC1)C1CC(=O)N(CCc2ccccc2)C1 (stereo not given)	103	0.5
COc1ccccc1-c1c(C#N)c(N)nc(SSc2nc(N)c(C#N)c(-c3ccccc3OC)c2C#N)c1C#N	101	0.1
O=C(CSc1ncccc1C(=O)Oc1ccccc1Cl)Nc1ccc(C(F)(F)F)cc1Cl	115	1.1
O=C(O[C@@H]1C[C@H]2C(=O)N[C@@H](Cc3ccccc3)C(=O)N2C1)c1ccccc1	103	0.1
Cc1ccc(C(CNC(=O)C(C)C)N2CCN(C)CC2)cc1 (stereo not given)	107	1.6

These rows are one share of the data (hit frequency here may not be typical).
